TR SRC2 fluor cs = Total Fluorescence Counterscreen for Inhibitors of the Interaction of Thyroid Hormone Receptor and Steroid Receptor Coregulator 2. Potency, µM (series often up to 106 µM), for the others: at the highest dose fluorescence change, negative = quenching. TRb/SRC2 Texas Red total fluorescence interference. 280,000 compounds, 0.29% hits; active = well fitted curve in either direction with a large enough effect; inconclusive = small, poorly fitted or top-dose-only effect
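Human TRβ ligand-binding domain (0.6 uM) and Texas Red SRC2 peptide (20 nM) in Tris buffer with 1 uM T3 and 5% DMSO were incubated with pinned compound for 5 hr at ambient temperature. Total fluorescence was computed as S + 2P (555/632 nm).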
GAA inh = qHTS Assay for Inhibitors of Human alpha-Glucosidase as a Potential Chaperone Treatment of Pompe Disease | Lysosomal alpha-glucosidase (Homo sapiens), P10253 | purified human GAA, 4-MU-alpha-glucoside fluorescence | Potency, µM (top dose mostly 76.9 µM), for the others: at the top dose activity change, negative = inhibition, most hits filed as inhibitors | 200,000 compounds, 0.005% hits | AID 1466, 2008;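 also: plate controls were uninhibited enzyme wells for no effect and no-enzyme background for full effect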
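qHTS format, compound range up to 77 uM. Human lysosomal enzyme at 4 nM, 400 uM 4-MU glucoside substrate, pH 5.0, 20 min room temperature; fluorescence after alkaline stop gives activity normalized to controls.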
GAA spleen mod = qHTS Assay for Inhibitors and Activators of Human alpha-Glucosidase From Spleen Homogenate | Lysosomal alpha-glucosidase (Homo sapiens), P10253 | human spleen homogenate, 4-MU-alpha-glucoside fluorescence | Potency, µM (doses to about 79.9 µM), for the others: at the highest dose activity change, negative = inhibition, most hits filed as inhibitors | 240,000 compounds, 0.006% hits | AID 2112, 2009;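 also: 0% = enzyme with vehicle and -100% = no enzyme basal signal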
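Human spleen homogenate (1 ug) incubated with compounds and 1 mM 4-methylumbelliferyl-alpha-D-glucopyranoside in pH 5.0 citrate/phosphate buffer, 37 C, 40 min. Stopped at pH 10; 4-MU fluorescence (Ex 365/Em 440 nm); AC50 by Hill fit.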
GAA glycogen mod = qHTS Assay for Inhibitors and Activators of Human alpha-Glucosidase Cleavage of Glycogen; Lysosomal alpha-glucosidase (Homo sapiens), P10253; 300,000 compounds, 0.38% hits; Potency, µM (highest dose often 76.4 µM), for the others: at the highest dose activity change, negative = inhibition, most hits filed as inhibitors; recombinant GAA, glycogen substrate, Amplex Red glucose oxidase fluorescence;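 also: 0% = full enzyme reaction and -100% = no-enzyme basal signal; the screen sought inhibitors and activators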
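Recombinant enzyme (4 nM final) with compounds titrated up to 77 uM and bovine liver glycogen (30 ug) in citrate pH 5.0, 0.01% Tween-20, 37 C 40 min. Released glucose detected by Amplex Red/glucose oxidase (Ex 573/Em 610); AC50 from Hill fits.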
TRb-SRC2 inh = qHTS for Inhibitors of the Interaction of Thyroid Hormone Receptor and Steroid Receptor Coregulator 2; TRbeta-SRC2 peptide binding, fluorescence polarization; receptor liganded with 1 µM T3; Potency, µM (series often up to 106 µM), inactives show at the top dose activity change, negative = inhibition, actives largely listed as inhibitors; 280,000 compounds, 0.065% hits;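 also: plate controls were bound peptide for no effect and peptide without receptor for full effect; nearly all actives have a fitted effect of over 50% in size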
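Binding of a 20-amino-acid Texas Red SRC2 peptide (20 nM) to TRb ligand-binding domain (0.6 uM) with agonist T3 at 1 uM was followed by fluorescence polarization after a 5 hr room-temperature incubation.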
RECQ1 inh = qHTS Assay for Inhibitors of RecQ-Like Dna Helicase 1 (RECQ1); AID 2549, 2010; 240,000 compounds, 0.54% hits; Potency, µM (top dose mostly 57.3 µM), for inactives: at the top dose activity, negative = inhibition, hits mostly inhibitors; ATP-dependent DNA helicase Q1 (Homo sapiens), P46063; RECQ1 DNA unwinding, red fluorescence kinetic read;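 also: plate controls were vehicle for no effect and no enzyme for full effect; nearly all actives have a fitted effect of over 30% in size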
Target sequence (P46063 whole entry, looked up): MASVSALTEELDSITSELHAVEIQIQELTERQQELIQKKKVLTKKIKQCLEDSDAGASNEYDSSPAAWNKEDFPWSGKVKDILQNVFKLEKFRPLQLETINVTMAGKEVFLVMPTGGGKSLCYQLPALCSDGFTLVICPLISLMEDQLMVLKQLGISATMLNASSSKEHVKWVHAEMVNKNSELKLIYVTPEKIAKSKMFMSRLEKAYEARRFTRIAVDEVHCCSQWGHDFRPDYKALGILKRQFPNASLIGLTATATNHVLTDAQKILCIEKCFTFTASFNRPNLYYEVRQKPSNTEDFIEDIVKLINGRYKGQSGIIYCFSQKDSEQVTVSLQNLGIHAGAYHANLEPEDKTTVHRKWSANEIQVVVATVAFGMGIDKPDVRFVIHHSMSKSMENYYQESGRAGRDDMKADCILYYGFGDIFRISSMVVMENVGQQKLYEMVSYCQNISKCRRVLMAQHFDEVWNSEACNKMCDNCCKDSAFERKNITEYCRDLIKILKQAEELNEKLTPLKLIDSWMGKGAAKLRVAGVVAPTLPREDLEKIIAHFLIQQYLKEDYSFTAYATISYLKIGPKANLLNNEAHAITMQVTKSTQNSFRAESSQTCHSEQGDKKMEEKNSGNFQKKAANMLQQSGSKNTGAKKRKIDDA
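RECQ1T1 50 nM; forked duplex (20 bp + 30-nt ss tails) 200 nM, ATP 2 mM final; pH 8.0, 2 mM MgCl2, 2.5 ug/ml poly(dI-dC); 15 min compound preincubation; discontinuous kinetic read over 2 h at RT.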
RGS12 GoLoco inh = qHTS Assay for Inhibitors of RGS12 GoLoco Motif Activity (Red Fluorophore) | Gai1:RGS12 GoLoco peptide FP, rhodamine, 10 min | Potency, µM (doses to about 61.6 µM), without a hit: at the top dose activity, negative = inhibition, most hits filed as inhibitors | 230,000 compounds, 0.44% hits | AID 880, 2007; active = well fitted inhibition curve with a large enough effect, not every such curve was filed as active; inactive = no such curve, though single readings can be large or run the other way; also: nearly all actives have a fitted effect of over 30% in size; many of its hits are not listed in these tables
Target sequence (P63096 whole entry, looked up): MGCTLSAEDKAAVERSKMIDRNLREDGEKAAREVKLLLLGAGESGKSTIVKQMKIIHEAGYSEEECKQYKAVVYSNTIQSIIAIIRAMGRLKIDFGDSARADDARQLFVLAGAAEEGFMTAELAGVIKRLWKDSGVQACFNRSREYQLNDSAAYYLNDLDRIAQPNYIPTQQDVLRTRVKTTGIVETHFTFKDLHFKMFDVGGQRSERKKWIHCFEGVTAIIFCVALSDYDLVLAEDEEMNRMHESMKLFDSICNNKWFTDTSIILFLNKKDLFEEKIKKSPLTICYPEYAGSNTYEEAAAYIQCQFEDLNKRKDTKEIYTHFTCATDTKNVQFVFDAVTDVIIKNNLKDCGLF
L3MBTL1 inh = qHTS Assay for the Inhibitors of L3MBTL1; AID 485360, 2010; 230,000 compounds, 0.66% hits; Potency, µM (highest dose often 57.1 µM), for inactives: top-dose activity, negative = inhibition, actives largely listed as inhibitors; Lethal(3)malignant brain tumor-like protein 1 (Homo sapiens), Q9Y468; AlphaScreen L3MBTL1–H3K9me1 peptide binding; also: nearly all actives have a fitted effect of over 60% in size
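First, the protein-peptide complex forms for 30 min at room temperature (L3MBTL1 50 nM, biotinylated H3K9me1 peptide 75 nM). Next, compounds are pin-transferred and incubated 30 min. Finally, AlphaScreen beads are added and read after 30 min.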
* hit, by the source's call; i = inactive; ? = inconclusive; / = no result given; [ ] = remark or other dose. Unless noted, calls follow the shape of the dose curve; as a rule, active = well fitted curve in the direction sought with a large enough effect; inconclusive = small, poorly fitted or top-dose-only effect, or another doubt; inactive = no such curve, though single readings can be large; an effect the other way counts as inactive or inconclusive. Unless noted, % is scaled to controls: 0 for no effect and ±100 for the full control effect; potency is read from the fitted curve at half-maximal effect. The list is partial (hit frequency here may not be typical).

SMILES	TR SRC2 fluor cs	GAA inh	GAA spleen mod	GAA glycogen mod	TRb-SRC2 inh	RECQ1 inh	RGS12 GoLoco inh	L3MBTL1 inh
NNC(=O)C=C1CCN(c2ncc(C(F)(F)F)cc2Cl)CC1	0%	-4%	-1%	4%	-8%	-9%	-20%	-2%
Nn1c(-c2cccc(Br)c2)n[nH]c1=S	-5%	-5%	3%	-10%	0%	-2%	5%	-3%
CCn1c(=O)cc(SCC(=O)NCCCN2CCC(C)CC2)c2ccccc21	-2%	-10%	4%	7%	-5%	-9%	-9%	-3%
CCN(C(=O)COc1ccccc1)c1nnc(-c2cccnc2)s1	0%	2%	-6%	-2%	-2%	-3%	-10%	/
CCCCOC(=O)c1ccc(NC(=S)NC(=O)c2c(Cl)cnn2CC)cc1	-1%	-14%	1%	-10%	-3%	-5%	11%	-1%
Cc1cc(C)cc(OCC(=O)Nc2ccc(F)cc2)c1	-1%	-4%	3%	-14%	-1%	2%	6%	-9%
CCOC(=O)c1nnn(-c2nc(OC)nc(N(C)C)n2)c1-c1ccccc1	-4%	-10%	-10%	1%	3%	-8%	5%	5%
CCNC(=O)NC(=O)C(C)OC(=O)C1CCN(S(=O)(=O)c2ccccc2F)CC1 (centres undefined)	-1%	-5%	-5%	9%	8%	-12%	12%	0%
CN(C)S(=O)(=O)c1cccc(-c2nnc(SCCNCCO)n2-c2ccc(F)cc2)c1	-7%	-3%	-2%	4%	-5%	-1%	-3%	40%[activator]
CC(C)(C)Nc1cccccc1=O	0%	5%	-1%	15%	1%	-2%	/	-8%
COc1ccc(S(=O)(=O)N2CCC(O)(c3ccc(Cl)cc3)CC2)cc1OC	-3%	-9%	-3%	-5%	-4%	i	5%	0%
COc1cc(/C=N/NC(=O)c2cc(-c3cccs3)nc3ccccc23)ccc1O	0%	/	3%	?	-3%	-5%	5%	-6%
Cc1ccc2nc(-c3ccc(NC(=O)CSCC(=O)O)cc3)sc2c1	-5%	/	6%	3%	-2%	5%	10%	3%
Cc1cccc(N2CC(C(=O)O)CC2=O)c1 (centres undefined)	1%	0%	-3%	-1%	-5%	-1%	6%	/
O=C(CN1CCCCCCC1)NC(=O)NC1CCCCC1	-2%	-7%	0%	-3%	1%	i	6%	/
CC(c1ccccc1)C1C(C#N)=C(N)SC(N)=C1C#N (centres undefined)	1%	4%	-1%	0%	-12%	-4%	/	-3%
COC(=O)NC(NC(=S)Nc1ccccc1OC)C(Cl)(Cl)Cl (centres undefined)	3%	3%	9%	-5%	1%	0%	/	-7%
Cc1ccc(Cn2c(SCC(=O)N3CC(=O)Nc4ccccc43)nc3ccccc3c2=O)cc1	-5%	-3%	-6%	-1%	9%	-17%	/	-8%
CCOC1(OCC)N=C(N)C2(C#N)C(c3cccc(C)c3)C12C#N (centres undefined)	0%	11%	-5%	11%	-8%	-3%	7%	-2%
COc1ccc(CCN=C(C)C2=C(O)C(c3ccccc3)OC2=O)cc1OC (centres undefined)	1%	-1%	-1%	4%	7%	i	-1%	/
O=C(NC1CCCCC1)C(c1cccs1)N(CCCN1CCOCC1)C(=O)c1ccc(-c2ccccc2)[nH]1 (centres undefined)	-11%	8%	-7%	-9%	-7%	-5%	104%[activator]	-30%
CN1CCOCCOCCOCCN(C)C1=S	-2%[53 µM]	?	-3%	16%	4%[53 µM]	13%	7%	1%
Cn1c(SCc2ccccc2)nnc1-c1cccs1	0%	5%	-9%	3%	-5%	i	-11%	0%
CCN(CC)C(=O)c1cc2cc([N+](=O)[O-])ccc2s1	-2%	-8%	-1%	8%	6%	8%	4%	-5%
COc1ccccc1N1CCN(CCC(=O)Nc2ccc3c(c2)OCO3)CC1	-1%	?	0%	23%	6%	-8%	1%	/
CCN(C#N)c1nc(NC(C)C)nc(NC(C)C)n1	1%	2%	-11%	7%	-7%	1%	-22%	16%
CCOC(=O)N1CCN(C(=O)CSc2nc(C)nc3c2c(=O)n(C)c(=O)n3C)CC1	1%	-8%	/	-5%	5%	i	-1%	-14%
O=C(c1ccc(COc2ccccc2Br)o1)N1N=C(C(F)F)CC1(O)C(F)F (centres undefined)	-4%	-2%	2%	7%	3%	-4%	-10%	3%
CCOc1ccc(-c2nc3scc(-c4cccs4)c3c(=O)[nH]2)cc1	2%	?	0%	-11%	-5%	-2%	12%	6%
Cc1cc(C(=O)c2cnc(/N=C/N(C)C)s2)c(F)cc1Cl	-4%	-16%	/	-5%	-8%	i	1%	5%
Cc1[nH]c2ccccc2c1C(=O)CN1C(=O)NC2(CC(C)CC(C)(C)C2)C1=O (centres undefined)	2%	-9%	0%	0%	9%	-5%	-13%	-8%
CC(C)Sc1nc(N2CCOCC2)c2c3c(sc2n1)COC(C)(C)C3	-4%	-2%	2%	-3%	-6%	-4%	2%	-1%
Cc1cc(C(=O)CSc2nnnn2C)c(C)n1C1CC1	-2%	5%	-4%	-21%	-3%	i	3%	/
CC(C)Cn1c(=O)c(C(=O)Nc2cnccn2)c(O)c2ccccc21	1%	-8%	0%	4%	-23%	i	10%	/
CC(=O)c1ccc(NC(=O)C2CCCN2S(=O)(=O)c2cccc3cccnc23)cc1 (centres undefined)	-2%	-2%	8%	?	1%	-8%	11%	/
CS/C(=C(/C#N)S(=O)(=O)c1ccc(Cl)cc1)N1CCOCC1	-7%	/	-6%	3%	-2%	i	-9%	14%
NS(=O)(=O)c1cc(C(=O)OCC(=O)NC2CC2)ccc1Cl	1%	-13%	-1%	6%	-14%	0%	5%	/
O=C(Nc1cccc2ncccc12)c1cccc(F)c1	1%	4%	-21%	2%	-14%	18%	4%	-1%
CC1(C)CC(=O)C=C(NCc2ccccc2)C1	0%	-3%	-11%	-3%	-1%	i	-4%	1%
CC1CCN(S(=O)(=O)c2cccc(C(=O)Nc3ccccn3)c2)CC1	0%	-3%	2%	1%	-1%	0%	3%	1%

No new results follow: an excerpt of the list.
SMILES	TR SRC2 fluor cs	GAA inh	GAA spleen mod	GAA glycogen mod	TRb-SRC2 inh	RECQ1 inh	RGS12 GoLoco inh	L3MBTL1 inh
COc1ccccc1N1CCN(CCC(=O)Nc2ccc3c(c2)OCO3)CC1	-1%	?	0%	23%	6%	-8%	1%	/
CCN(C#N)c1nc(NC(C)C)nc(NC(C)C)n1	1%	2%	-11%	7%	-7%	1%	-22%	16%
CCOC(=O)N1CCN(C(=O)CSc2nc(C)nc3c2c(=O)n(C)c(=O)n3C)CC1	1%	-8%	/	-5%	5%	i	-1%	-14%
O=C(c1ccc(COc2ccccc2Br)o1)N1N=C(C(F)F)CC1(O)C(F)F (centres undefined)	-4%	-2%	2%	7%	3%	-4%	-10%	3%
CCOc1ccc(-c2nc3scc(-c4cccs4)c3c(=O)[nH]2)cc1	2%	?	0%	-11%	-5%	-2%	12%	6%
Cc1cc(C(=O)c2cnc(/N=C/N(C)C)s2)c(F)cc1Cl	-4%	-16%	/	-5%	-8%	i	1%	5%

Next structures:
SMILES	TR SRC2 fluor cs	GAA inh	GAA spleen mod	GAA glycogen mod	TRb-SRC2 inh	RECQ1 inh	RGS12 GoLoco inh	L3MBTL1 inh
CC1C(=O)O[C@@H]2C[C@@H](C)[C@@H]3CCC(=O)[C@@]3(C)[C@@H](O)[C@H]12 (some centres undefined)	0%	/	-2%	-1%	-2%	-4%	-1%	/
O=C(CSc1nc2ccccc2o1)Nc1ccccc1	-2%	-8%	-5%	-9%	-9%	-7%	2%	-6%[11.4 µM]
COc1ccc(OC)c(S(=O)(=O)Nc2ccc(O)c3ccccc23)c1	-1%	-2%	-7%	14µM*	-11%	-9%	15%	-24%
O=S(=O)(NCc1cccnc1)c1cccc2nsnc12	-1%	-13%	-4%	2%	4%	5%	-1%	-3%
COC(=O)c1cc(O)cc(OC)c1C(=O)c1c(O)cc(C)cc1O	-3%	/	-3%	?	-3%	?	5%	/
Cc1nn(C)c(Cl)c1C(=O)NCC(=O)NCc1ccccc1	0%	5%	10%	1%	-8%	10%	-1%	15%
O=C(N/N=C\c1cc([N+](=O)[O-])ccc1N1CCCC1)c1ccccn1	-2%	7%	1%	13%	3%	i	33%[activator]	-5%
CCC(Sc1nc(=O)cc(N)n1CCc1ccccc1)C(=O)Nc1ccccc1C#N (centres undefined)	0%	4%	2%	-8%	-4%	-8%	2%	-3%
CC(C)NC(=O)C(=O)NCCCN1CCOCC1	-1%	-7%	-3%	-17%	3%	-2%	9%	0%
COc1ccc(N2Cc3ccccc3C2=NC(=O)c2cncc(Br)c2)cc1	-2%	-1%	6%	-24%	3%	-5%	10%	-3%
CCC(=NCCc1ccccc1)C1=C(O)CCC1=O	4%	-5%	-4%	-7%	-1%	-7%	-6%	-2%
Cc1c(NC(=O)CCC(=O)N2CCOCC2)c(=O)n(-c2ccccc2)n1C	2%	-11%	-12%	-12%	-1%	-6%	6%	3%
COc1ccc(OCCNC(=O)c2ccccc2OCC(=O)N2CCCCC2)cc1	3%	3%	0%	-10%	-4%	-10%	12%	-7%
CC(=O)c1ccc(S(=O)(=O)N2CCN(CC#N)CC2)cc1	-1%	/	-3%	2%	0%	1%	-2%	12%
Cc1cc2cc(C)c3nnc(SCC(=O)N4CCCc5ccccc54)n3c2cc1C	-3%	0%	0%	4%	-2%	-3%	-7%	2%
